GASC-1 inh – inhibitors of human GASC-1 (JMJD2C) demethylase | Q9H3R0 | GST-JMJD2C(1-420) H3K9me3 demethylation, DELFIA europium | inhibition, % at 2.35 µM | 0.069% of 330,000 active;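 active means more than half of a compound's replicate wells show inhibition beyond 50%, single wells judged on their own value; inconclusive means some, but no more than half, of replicates pass 50% inhibition; inactive means no replicate passes 50% inhibition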;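 further: signal counts dimethyl H3K9 product captured on neutravidin plate; 0% = median of DMSO wells and 100% = 0.3 times that DMSO median; strong numbers were not always called active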
PP1 counter – counter-screen for PP5 inhibitors: inhibitors of human PP1-alpha | inhibition, % at 6.7 µM | P62136 | AID 2235 | 0.9% of 320,000 active | purified PP1alpha, OMFP fluorescence;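 active means inhibition above the mean inhibition of all tested compounds plus 3 SD, computed separately for each screening campaign, cut at about 15% in these data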
procasp3 activ – procaspase-3 (human) activation; P42574; recombinant procaspase-3 D3A, Ac-DEVD-pNA absorbance 405 nm; activation, % at 8.5 µM; 0.11% of 330,000 active; AID 463141;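 active means activation above the mean of all tested compounds plus 3 SD, cut at about 21% in these data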;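 further: 0% = DMSO alone and 100% = DMSO wells spiked with extra 5 µM PC-3 D3A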
Target sequence (P42574 whole entry D9A/D28A/D175A): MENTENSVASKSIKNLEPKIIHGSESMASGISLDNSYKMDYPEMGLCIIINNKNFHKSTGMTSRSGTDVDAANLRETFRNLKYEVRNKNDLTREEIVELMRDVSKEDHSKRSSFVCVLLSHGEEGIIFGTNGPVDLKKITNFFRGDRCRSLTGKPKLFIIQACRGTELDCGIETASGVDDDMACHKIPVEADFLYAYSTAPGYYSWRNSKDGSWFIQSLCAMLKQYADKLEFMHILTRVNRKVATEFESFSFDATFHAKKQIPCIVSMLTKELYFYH
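Assay system: Autoprocessing-dead procaspase-3 D3A mutant enzyme; also added: Ac-DEVD-pNA; doses: one concentration, 8.5 µM nominal, 0.8% DMSO; times: 1 h compound preincubation, 2 h substrate hydrolysis at 25 °C; technique: 405 nm absorbance of p-nitroaniline, reads at 0 and 120 min; measure: % activation between DMSO and enzyme-spiked controls; repeats: single replicate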
VLA-4 inh – inhibition in a human VLA-4 binding assay; P13612; VLA-4 expressing cells, ligand binding flow cytometry; inhibition, % (about 7 µM as worked out from the volumes in the protocol); 0.2% of 330,000 active; AID 2557; in the data active means inhibition above about 50%
HCV core dimer – HCV core protein dimerization inhibition | TR-FRET GST/Flag-core106 dimerization, 1536-well | inhibition, % at 5 µM | 0.33% of 300,000 active | AID 1899;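 active means inhibition above the mean of all tested compounds plus 3 SD, set per screening campaign, cut at about 45% in these data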
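assay system = GST-tagged and Flag-tagged HCV core protein residues 1-106 | controls = unlabelled core106 and no-GST-core106 wells | incubation = compound-protein-antibody incubation 4 h at 22.5 °C | probe or stimulus = Eu donor and XL665 acceptor anti-tag antibodies | read-out = % inhibition based on acceptor/donor emission ratio | signal = TR-FRET 671 and 617 nm emission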
CTSL1 counter – blocks F. hepatica cathepsin L1 in PFM18AAP counter-screen; AID 1906; recombinant F. hepatica cathepsin L1, Z-Leu-Arg-MCA fluorescence; 0.49% of 300,000 active; inhibition, % at 5.96 µM;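 active means inhibition above the mean of all tested compounds plus 3 SD, set per screening campaign, cut at about 17% in these data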;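 further: 0% = plate median of test compound wells and 100% = 1 µM Z-Phe-Ala-diazomethylketone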
GRK2 inh – human GRK2 inhibition via aptamer displacement. bead flow cytometry, FAM-aptamer displacement from GRK2. AID 488847. 0.59% of 330,000 active. inhibition of aptamer binding, % at 10 µM. P25098;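 active means inhibition of aptamer binding above 40%, roughly 3 SD of noise, on plates passing a quality check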;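 further: median bead fluorescence of bound FAM aptamer so fluorescent compounds give negative values; no value below 0 was filed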
PP5 inh – blocks human protein phosphatase 5 activity; P53041; purified PP5c, OMFP substrate fluorescence; inhibition, % at 6.7 µM; 0.18% of 320,000 active;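 active means inhibition above the campaign's mean inhibition across all tested compounds plus 3 SD, cut at about 9.5% in these data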;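 further: 0% = DMSO only and 100% = 100 µM cantharidin control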
Target sequence (P53041 whole entry, looked up): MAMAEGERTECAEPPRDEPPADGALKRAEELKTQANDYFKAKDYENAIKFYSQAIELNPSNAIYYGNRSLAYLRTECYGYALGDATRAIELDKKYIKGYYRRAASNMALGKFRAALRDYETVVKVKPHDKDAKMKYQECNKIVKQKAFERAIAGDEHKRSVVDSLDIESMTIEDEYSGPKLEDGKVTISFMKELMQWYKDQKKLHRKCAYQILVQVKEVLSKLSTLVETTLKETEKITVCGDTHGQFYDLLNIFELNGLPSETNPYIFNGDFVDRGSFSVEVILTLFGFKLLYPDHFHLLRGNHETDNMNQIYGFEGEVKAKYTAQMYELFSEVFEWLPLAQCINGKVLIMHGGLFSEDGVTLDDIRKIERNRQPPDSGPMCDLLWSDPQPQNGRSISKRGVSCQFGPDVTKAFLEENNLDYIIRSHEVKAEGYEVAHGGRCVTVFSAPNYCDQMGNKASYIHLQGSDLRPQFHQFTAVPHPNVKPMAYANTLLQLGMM
procasp7 counter – counter-screen: procaspase-7 (human) activation. P55210. activation, % at 8.5 µM. 0.093% of 330,000 active. recombinant procaspase-7, Ac-DEVD-pNA absorbance 405 nm; D23A/D198A/D206A triple mutant, cannot self-cleave; scale: DMSO 0, 5 µM enzyme 100;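 active means percent activation above the screen-wide mean plus 3 SD, cut at about 25% in these data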
Target sequence (P55210 whole entry D23A/D198A/D206A): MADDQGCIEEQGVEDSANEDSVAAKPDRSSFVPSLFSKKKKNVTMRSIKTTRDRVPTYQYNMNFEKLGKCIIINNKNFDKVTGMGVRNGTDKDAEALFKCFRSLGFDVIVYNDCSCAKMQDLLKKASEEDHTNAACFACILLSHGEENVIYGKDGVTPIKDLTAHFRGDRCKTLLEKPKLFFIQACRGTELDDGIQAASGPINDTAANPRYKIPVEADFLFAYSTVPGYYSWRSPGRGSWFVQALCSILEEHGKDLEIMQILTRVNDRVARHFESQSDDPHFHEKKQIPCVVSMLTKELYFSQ
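Assay system – Uncleavable procaspase-7 mutant enzyme · Quantity – 2 µM procaspase-7 mutant as dispensed · Times – 1 h preincubation, 2 h reaction · Dosing – single nominal 8.5 µM compound dose, 0.8% DMSO final · Buffer or medium – Zinc-free 50 mM HEPES buffer, pH 7.4, with NaCl and Triton X-100 · Detection – Epi-absorbance of released pNA at 405 nm, two timepoints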
The depositor's hits bear a star; ? = inconclusive; . = no result given. This is a subset (hit frequency here may not be typical).

SMILES | GASC-1 inh | PP1 counter | procasp3 activ | VLA-4 inh | HCV core dimer | CTSL1 counter | GRK2 inh | PP5 inh | procasp7 counter
CNP1(NC)=NC(C(F)(F)F)=NC(C(F)(F)F)=N1 | 4 | 0 | 2 | 21 | 0 | 0 | 0 | 2.5 | 4
Cc1ccc(/C=C2\C(=O)NC(=S)N(c3cccc(F)c3)C2=O)o1 | 9 | 2 | -5 | 5 | 18 | -4 | 15 | 0.3 | -9
Cc1c(C(=O)N2CCC3(CC2)OCCO3)sc2ncnc(N3CCN(c4ccccn4)CC3)c12 | 2 | -4 | 4 | -1 | 3 | -3 | 0 | 1.3 | 5
O=C(N/N=C/c1c(O)n(C2CC2)c(=S)[nH]c1=O)c1ccccc1 | -7 | 7 | -5 | 9 | -5 | 3 | 0 | 0.0 | -28
CC1(C)CC[C@]2(C)CC[C@]3(C)C4C[C@@H]5OO[C@@]6(O5)C(CCCC6(C)C)[C@]4(C)CC[C@@]3(C)C2C1 (some centres not stated) | . | -1 | 5 | 7 | 4 | 1 | 2 | 3.6 | 6
CN(C)C(=O)Oc1ccc(Br)cc1C(=O)Nc1ccc(F)c(Cl)c1 | -6 | -5 | 3 | 2 | 1 | -2 | 2 | 1.3 | -2
Nc1ccc(C2(c3ccc(N)cc3)c3ccccc3-c3ccccc32)cc1 | 10 | 1 | 2 | -23 | 1 | 4 | 0 | 3.2 | -4
C[C@@H]1O[C@@H](O[C@H]2C[C@@H](O)[C@]3(CO)[C@@H]4C(CC[C@]3(O)C2)[C@@]2(O)CC[C@H](C3COC(=O)C3)[C@@]2(C)C[C@H]4O)[C@H](O)[C@H](O)[C@H]1O (some centres not stated) | 10 | -2 | 0 | 3 | 0 | 8 | 1 | 0.0 | -12
COc1cccc(CNCCc2ccc(F)cc2)c1 | 4 | -6 | 1 | 5 | -2 | -6 | 1 | 1.4 | 3
N=c1ccccn1Cc1ccccc1 | -14 | -1 | 6 | 0 | 0 | -13 | 0 | -0.9 | 0
c1ccc(C2NCCc3[nH]cnc32)cc1 (configuration not stated) | -24 | 0 | 9 | 7 | -16 | -1 | 0 | 0.1 | 7
CCN(CC)CCN=Cc1c(O)n(C2CCCCCC2)c(=O)[nH]c1=O | -10 | -2 | -2 | 1 | 3 | 1 | 0 | 0.0 | 3
COc1cc(/C=C2\C(=O)NC(=O)N(c3ccc(C)cc3)C2=O)cc(OC)c1O | -7 | -4 | -12 | 5 | -5 | -3 | 0 | -0.7 | -23
CN/C=C(/Cl)P(=O)(OC(C)C)OC(C)C | . | -3 | -4 | -6 | 13 | -3 | 2 | 0.5 | 2
CP(C)(=O)CCC(=O)O | -6 | 1 | -2 | 7 | -5 | -1 | 0 | 1.6 | 2
Cc1nc2c(c(C)nn2-c2ccccc2)c(C)c1CCC(=O)N1CCC2(CC1)OCCO2 | 9 | 1 | 15 | 7 | 10 | 2 | 0 | 3.7 | 3
COc1ccc(C(O)C(C)NC(C)C(O)c2ccc(OC)cc2)cc1 (configuration not stated) | -1 | -5 | -1 | -3 | -5 | -3 | 0 | 3.3 | 8
CCC(=Nc1cccc(C(F)(F)F)c1)c1c(O)n(C)c(=O)n(C)c1=O | ? | -6 | -11 | 6 | 0 | 1 | 1 | 1.6 | -1
CCC(C)n1c(O)c(C=NCCN2CCOCC2)c(=O)[nH]c1=S (configuration not stated) | 0 | -2 | 0 | 2 | 0 | 1 | 3 | 0.2 | 1
FC(F)(F)c1ccc2c(c1)N(CCCN1CCN(CCCl)CC1)c1ccccc1S2 | -8 | 6 | -2 | 4 | -8 | 3 | 0 | 3.5 | -3
CN(C)C(=S)SSC(=S)N(C)C | 32 | 2 | -27 | 36 | -14 | 2 | 4 | -0.2 | -49
CCOc1cc(CNC(C)C(O)c2ccccc2)cc(Cl)c1OCC (configuration not stated) | . | -1 | 12 | 13 | -5 | 0 | 0 | 1.6 | -20
COC(=O)C1=C(c2cccc(OC)c2OC)C[C@@H]2CC[C@H]1N2C(=O)N1CCOCC1 | -3 | 2 | 1 | 32 | -2 | 1 | 2 | 0.6 | 1
CC/C(=N\NC(=O)c1ccccc1)c1c(O)n(Cc2ccccc2)c(=O)[nH]c1=O | 12 | 3 | -6 | 22 | 1 | -10 | 5 | 2.2 | -9
COc1ccc(-c2[nH]ncc2CNC(C)Cc2ccsc2)c(F)c1 (configuration not stated) | -2 | -1 | 2 | 7 | -7 | 0 | 11 | 1.8 | 11

Random excerpt: three compounds from above, in no set order.
SMILES | GASC-1 inh | PP1 counter | procasp3 activ | VLA-4 inh | HCV core dimer | CTSL1 counter | GRK2 inh | PP5 inh | procasp7 counter
CN(C)C(=O)Oc1ccc(Br)cc1C(=O)Nc1ccc(F)c(Cl)c1 | -6 | -5 | 3 | 2 | 1 | -2 | 2 | 1.3 | -2
Cc1ccc(/C=C2\C(=O)NC(=S)N(c3cccc(F)c3)C2=O)o1 | 9 | 2 | -5 | 5 | 18 | -4 | 15 | 0.3 | -9
C[C@@H]1O[C@@H](O[C@H]2C[C@@H](O)[C@]3(CO)[C@@H]4C(CC[C@]3(O)C2)[C@@]2(O)CC[C@H](C3COC(=O)C3)[C@@]2(C)C[C@H]4O)[C@H](O)[C@H](O)[C@H]1O (some centres not stated) | 10 | -2 | 0 | 3 | 0 | 8 | 1 | 0.0 | -12

Remaining list, next part.
SMILES | GASC-1 inh | PP1 counter | procasp3 activ | VLA-4 inh | HCV core dimer | CTSL1 counter | GRK2 inh | PP5 inh | procasp7 counter
O=C(COc1ccc(Cl)cc1)N1CCN(C2CCCC2)CC1 | 5 | 3 | -10 | 5 | -1 | 0 | 1 | 1.6 | -1
COC(=O)C(O)(c1ccc(NC(=S)NC(=O)c2ccccc2)cc1)C(F)(F)F (configuration not stated) | -25 | 2 | -2 | -4 | -3 | 0 | 0 | 2.9 | -5
COc1ccc(CNC(=O)C(NC(C)=O)C(C)C)cc1OC (configuration not stated) | -17 | 1 | 11 | -3 | 3 | 1 | 2 | 1.0 | 6
Cc1ccccc1CC(=O)N(CCN(C)C)CC1CCCN(Cc2ccccc2F)C1 (configuration not stated) | -15 | -5 | 7 | 5 | 6 | -1 | 0 | -0.7 | -1
COC(=O)C1=C(c2ccc(F)cc2F)C[C@@H]2CC[C@H]1N2C(=O)N1CCOCC1 | . | 6 | -2 | 19 | . | . | 0 | 0.5 | 4
C/C(=N\NC(=O)c1ccccc1)c1c(O)n(Cc2ccccc2)c(=O)[nH]c1=O | 4 | -1 | -3 | 7 | -2 | 0 | 4 | 0.3 | -1
COC(=O)C1=C(c2ccc(F)cc2F)C[C@@H]2CC[C@H]1N2C(=O)NC1CC1 | . | 1 | 4 | 11 | . | . | 0 | 3.1 | -3
CCc1cc(=O)[nH]c(SCCCF)n1 | -19 | -4 | -6 | 10 | 0 | 1 | 0 | 0.5 | 1
CCC(=NCc1ccco1)c1c(O)n(C)c(=O)n(C)c1=O | 4 | 3 | 2 | 9 | -1 | -5 | 2 | -0.5 | -1
COc1cc2c(cc1OC)[C@@H]1C(=O)c3ccc4c(c3O[C@@H]1CO2)C[C@H](C(C)C)O4 | -18 | 3 | 1 | 2 | 11 | 0 | 0 | 3.6 | 0
O=[N+]([O-])c1ccc(N2CCNCC2)cc1N1CCCCC1 | -1 | -2 | 9 | 0 | 4 | -22 | 0 | -2.3 | -9
CC(N=Cc1c(O)n(C2CC2)c(=S)[nH]c1=O)c1ccccc1 (configuration not stated) | 3 | -2 | 3 | 15 | 4 | 2 | 6 | -1.1 | 4
CCOC(=O)C1CN(C)CCC1=O (configuration not stated) | -20 | -4 | -1 | 12 | -7 | -1 | 2 | 1.1 | 10
O=C(Cn1cnc2sc3c(c2c1=O)CCCC3)NCCCC(=O)N1CCC2(CC1)OCCO2 | 0 | 2 | 10 | 4 | -2 | 0 | 2 | 1.0 | -3
O=c1cccc2n1CC1CC2CN(S(=O)(=O)c2cc(Cl)ccc2Cl)C1 (configuration not stated) | 1 | 2 | 3 | 2 | -4 | -2 | 7 | 2.4 | 4
COC(=O)C1=C(c2ccc(F)cc2F)C[C@@H]2CC[C@H]1N2C(=O)N1CCC(O)(c2ccc(Cl)cc2)CC1 | -6 | 2 | 3 | 21 | . | . | 0 | 7.6 | 5
CCCCCCC(=O)N/N=C/c1c(O)n(CCc2ccccc2)c(=O)[nH]c1=O | . | -2 | -2 | -3 | -2 | 2 | 0 | 3.5 | -8
OCCOCC#CCN1CCOCC1 | -2 | -4 | 2 | 8 | -2 | -1 | 1 | 2.0 | 3
C=C1C[C@]2(O)[C@@]3(C)CCC(=O)C(C)(C)C3=C(O)C(=O)[C@@]2(C)[C@@H]2C(=O)O[C@@](C)(C(=O)OC)C(=O)[C@@]12C | -2 | -5 | 17 | -23 | -3 | 0 | 3 | 2.5 | 17
O=c1cccc2n1CC1CNC[C@H]2C1 | . | -3 | 11 | -6 | -10 | 3 | 2 | -0.2 | 2
COc1cc(C(=O)Nc2ccc(Br)cc2C(=O)c2ccccc2Cl)cc(OC)c1OC | -3 | 2 | 7 | -15 | -9 | -3 | 1 | -0.3 | 4
CCN(CC)C(=O)c1ccc(N2C(=O)C3CC=C(Cl)CC3C2=O)cc1 (configuration not stated) | 10 | -2 | 8 | 21 | 3 | 3 | . | 1.7 | 3
O=C(O)C(Cl)(Cl)Cl | 18 | -2 | 4 | 39 | -1 | -1 | 0 | -1.4 | 14
O=C1NC(=O)N(Cc2ccccc2Cl)C(=O)/C1=C/N1CCOCC1 | -5 | -2 | -6 | 12 | 4 | 2 | 2 | -2.2 | -23

A second format for some results above:
Molecule: O=C(COc1ccc(Cl)cc1)N1CCN(C2CCCC2)CC1
  GASC-1 inh = 5	PP1 counter = 3	procasp3 activ = -10	VLA-4 inh = 5	HCV core dimer = -1	CTSL1 counter = 0	GRK2 inh = 1	PP5 inh = 1.6	procasp7 counter = -1
Molecule: COC(=O)C(O)(c1ccc(NC(=S)NC(=O)c2ccccc2)cc1)C(F)(F)F (configuration not stated)
  GASC-1 inh = -25	PP1 counter = 2	procasp3 activ = -2	VLA-4 inh = -4	HCV core dimer = -3	CTSL1 counter = 0	GRK2 inh = 0	PP5 inh = 2.9	procasp7 counter = -5

Entries of single compounds as entered above.
`CC/C(=N\NC(=O)c1ccccc1)c1c(O)n(Cc2ccccc2)c(=O)[nH]c1=O` is listed with GASC-1 inh = 12; PP1 counter = 3; procasp3 activ = -6; VLA-4 inh = 22; HCV core dimer = 1; CTSL1 counter = -10; GRK2 inh = 5; PP5 inh = 2.2; procasp7 counter = -9
`COc1ccc(C(O)C(C)NC(C)C(O)c2ccc(OC)cc2)cc1` (configuration not stated) is listed with GASC-1 inh = -1; PP1 counter = -5; procasp3 activ = -1; VLA-4 inh = -3; HCV core dimer = -5; CTSL1 counter = -3; GRK2 inh = 0; PP5 inh = 3.3; procasp7 counter = 8
